High-throughput results deposited in PubChem BioAssay by National Center for Advancing Translational Sciences (NCATS).
POLB inh: blocks human DNA polymerase beta activity | Pol beta primer extension/strand displacement, fluorescence kinetic | Potency, µM (doses to about 114 µM), inactives show at the highest dose activity change, negative = inhibition, hits mostly inhibitors | actives 1.3% (n = 340,000); further: on the % scale 0 is the no-effect control and ±100 the full control effect
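Curves were derived by four-parameter Hill fits of normalized qHTS data. The kinetic fluorescent primer-extension read was taken at 0 and 10 min after 50 nM substrate, following a 15 min room-temperature preincubation of 10 nM enzyme with compounds.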
BLM inh: blocks DNA unwinding by human BLM helicase. P54132. recombinant BLM DNA unwinding, fluorescence dequenching. Potency, µM (top dose mostly 56.1 µM), for the others: at the top dose activity change, negative = inhibition, hits mostly inhibitors. actives 0.2% (n = 350,000);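 further: plate controls were vehicle for no effect and no enzyme for full effect; nearly all actives have a fitted effect of over 35% in size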
APEX1 inh: inhibitors of human APE1 endonuclease. Potency, µM (highest dose often 65.8 µM), inactives show at the top dose activity change, negative = inhibition, most hits filed as inhibitors. AID 2517. actives 0.35% (n = 350,000). recombinant APE1, TAMRA/BHQ-2 abasic DNA cleavage fluorescence;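 further: plate controls were vehicle for no effect and reference inhibitor for full effect; nearly all actives have a fitted effect of over 55% in size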
Target sequence (P27695 whole entry, looked up): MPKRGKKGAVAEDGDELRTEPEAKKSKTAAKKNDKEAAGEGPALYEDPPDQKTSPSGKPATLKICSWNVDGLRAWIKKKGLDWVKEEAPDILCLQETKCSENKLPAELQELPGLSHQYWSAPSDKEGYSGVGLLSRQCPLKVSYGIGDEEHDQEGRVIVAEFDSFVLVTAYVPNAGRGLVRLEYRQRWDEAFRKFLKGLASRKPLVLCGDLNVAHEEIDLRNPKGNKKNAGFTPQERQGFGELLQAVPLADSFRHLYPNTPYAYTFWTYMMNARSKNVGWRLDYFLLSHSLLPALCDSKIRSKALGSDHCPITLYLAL
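APE1 at 0.75 nM preincubated 15 min at room temperature with compound. Reaction then started with 50 nM double-stranded THF-abasic substrate labelled with TAMRA/BHQ-2, and 525/598 nm fluorescence read kinetically. Activity taken as third-minus-first read difference, normalized to DMSO and NSC13755 controls.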
BAZ2B block: inhibitors of human BAZ2B bromodomain; AID 504333; Potency, µM (top dose mostly 114 µM), for inactives: at the highest dose activity change, negative = inhibition, actives largely listed as inhibitors; actives 4.4% (n = 360,000); Q9UIF8; AlphaScreen BAZ2B-H3K14Ac peptide displacement; further: on the % scale 0 is the no-effect control and ±100 the full control effect; nearly all actives have a fitted effect of over 60% in size
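In this displacement format the biotinylated H3(5-23) peptide acetylated at Lys14 serves as ligand at 50 nM, with BAZ2B at 50 nM in PBS pH 7.4 containing 0.01% Tween-20. Donor and acceptor beads are 10 ug/mL final.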
POLH inh: DNA polymerase eta (human) inhibition | actives 1.2% (n = 390,000) | AID 588591 | recombinant Pol eta, fluorescent DNA replication assay | Q9Y253 | Potency, µM (top dose mostly 114 µM), without a hit: at the highest dose activity change, negative = inhibition, actives largely listed as inhibitors; further: on the % scale 0 is the no-effect control and ±100 the full control effect
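Pol eta (10 nM) was preincubated with compounds for 15 min at room temperature, after which fluorescent replication substrate (50 nM final) was added to start the reaction. Fluorescence was read kinetically at 0 and 10 min.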
Pol kappa inh: DNA polymerase kappa (human) inhibition; purified Pol kappa, fluorescent DNA synthesis assay, 10 min; Potency, µM (series often up to 107 µM), without a hit: at the highest dose activity, negative = inhibition, most hits filed as inhibitors; actives 0.53% (n = 400,000); further: on the % scale 0 is the no-effect control and ±100 the full control effect
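Pol kappa 10 nM + cpd, 15 min RT; start w/ substrate 50 nM final; fluorescence kinetic read, 0 and 10 min. Neg ctrl: buffer, no enzyme.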
G9a block: blocks human histone lysine methyltransferase G9a. Q96KQ7. G9a H3K9 monomethylation, AlphaScreen, 2 h. Potency, µM (top dose mostly 102 µM), without a hit: at the top dose activity, negative = inhibition, most hits filed as inhibitors. actives 8.8% (n = 350,000); further: on the % scale 0 is the no-effect control and ±100 the full control effect; nearly all actives have a fitted effect of over 75% in size
Target sequence (Q96KQ7 913-1193 limits assumed): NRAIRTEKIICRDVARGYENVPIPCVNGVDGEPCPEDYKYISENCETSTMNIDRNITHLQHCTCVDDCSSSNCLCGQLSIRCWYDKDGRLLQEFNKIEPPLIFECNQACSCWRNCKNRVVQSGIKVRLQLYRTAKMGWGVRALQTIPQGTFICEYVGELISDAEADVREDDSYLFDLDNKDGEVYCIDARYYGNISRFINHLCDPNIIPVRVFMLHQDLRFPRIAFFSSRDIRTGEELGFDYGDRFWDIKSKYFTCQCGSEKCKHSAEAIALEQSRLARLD
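Enzyme 20 nM + cpd, 15 min RT; add b-H3K9 pep 500 nM / SAM 20 uM; 2 h RT; anti-H3K9me1 Ab 0.5 ug/mL + SA donor / anti-rabbit acceptor beads 20 ug/mL each, 10 min; AlphaScreen read.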
POLI inh: blocks human DNA polymerase iota activity; Pol iota fluorescent replication assay, 10 min; actives 1% (n = 390,000); Q9UNA4; Potency, µM (top dose mostly 115 µM), for inactives: top-dose activity, negative = inhibition, hits mostly inhibitors
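Pol iota at 10 nM preincubated 15 min with compounds at room temperature; reaction started with fluorescent substrate, 50 nM final. Fluorescence read kinetically at 0 and 10 min; buffer-only wells as negative control.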
JMJD2A Tudor: blocks the human JMJD2A Tudor domain; O75164; AlphaScreen JMJD2A-Tudor / H3K4me3 peptide binding; Potency, µM (series often up to 114 µM), for the others: top-dose activity change, negative = inhibition, hits mostly inhibitors; actives 4.4% (n = 390,000); AID 504339; further: on the % scale 0 is the no-effect control and ±100 the full control effect; nearly all actives have a fitted effect of over 50% in size
An asterisk follows results filed as active; ? = inconclusive; / = no result given; [ ] = dose if it differs, or a comment. The call rests on the fitted dose curve; in most records, active means well fitted curve in the direction sought with a large enough effect; inconclusive means small, poorly fitted or top-dose-only effect, or another doubt; inactive means no such curve, though single readings can be large; an effect the other way counts as inactive or inconclusive. Potency means the concentration at half of the fitted maximal effect. A portion of the library; the hit share may differ from the screen's.

SMILES | POLB inh | BLM inh | APEX1 inh | BAZ2B block | POLH inh | Pol kappa inh | G9a block | POLI inh | JMJD2A Tudor
CCOC(=O)c1ccc(NC(=O)Cn2nnc(-c3ccccc3F)n2)cc1 | -11% | -3% | -1% | 3% | -19% | -12% | 8%[59 µM] | -5% | -2%
O=C(COC(=O)c1ccccc1OC(F)F)Nc1ccc2[nH]c(=O)[nH]c2c1 | / | / | 8% | -6% | 4% | -21% | 40µM* | ? | -19%
Cn1c(=O)c2[nH]c(N3CCN(c4cccc(O)c4)CC3)nc2n(C)c1=O | 0% | -3% | -2% | 1% | -20% | 0% | -40% | 9% | -4%
C[C@@H]1CN(C(=O)c2cc(COc3cccc(C(F)(F)F)c3)on2)C[C@H](C)O1 | 1% | -7% | -1% | -7% | -12% | -12% | / | 18% | 12%
CCS(=O)(=O)c1nc(S(=O)(=O)c2ccc(Cl)cc2)c(N2CCN(CCO)CC2)s1 | 9% | 2% | 35% | -9% | -3% | 1% | 12% | 0% | -11%
CCOC(=O)c1ccc(Oc2cn[nH]c2-c2ccc(OCC(=O)NN)cc2O)cc1 | -17% | -4% | 28% | -20% | -10% | -8% | -1% | ? | ?
CCOC(=O)Cn1c(=O)n(C2CCCCC2)c2nc(-c3ccc(OCC)cc3)nc(C(N)=O)c21 | -2% | 1% | / | -4% | -7% | -6%[60.1 µM] | 6%[59 µM] | ? | -25%
Cc1cc(C(=O)N2CCN(c3ncccn3)CC2)sc1-c1ccccc1 | / | / | / | / | -18% | 0% | / | 6%[58.9 µM] | -4%
COc1cc2c(cc1OC)CN(C1CCC(C(C)(C)C)CC1)CC2 (configuration not stated) | / | / | / | / | -7% | -22% | / | -17% | -17%
CCOC(=O)NC(=O)/C(N=Nc1cccc(C(F)(F)F)c1)=C(\C)O | ? | -1% | -7% | -21% | -15% | -14% | -31% | 57%[activator] | -14%
Cc1ccccc1NC(=O)Nc1ccc2c(c1)CCC2 | -7% | -6% | 23% | -11% | -7% | 13% | 0% | 0% | -17%
Nc1ccc(N=Nc2ccccc2)c(N)n1 | 0% | -8% | 6% | ? | -24% | -5% | 11µM* | 6% | -5%
O=C(CSc1ccc(-c2cccc([N+](=O)[O-])c2)nn1)NCc1ccccc1 | 3% | 1% | -4% | -5% | -5% | -6% | 3% | 69%[activator] | -13%
CN(CC(=O)Nc1cccc(C(F)(F)F)c1)S(=O)(=O)c1cccs1 | 12% | -6% | / | 2% | -14% | ? | -7%[59 µM] | ? | 1%
COc1ccc(-c2noc(C3CCCN(C(=O)Nc4ccccc4)C3)n2)cc1 (configuration not stated) | -2% | -5% | 17% | -10% | -25% | -5% | / | 18% | 8%
COC(=O)c1c(C)[nH]c(C(=O)OCc2csc(CC(=O)Nc3ccccc3C)n2)c1C | / | / | -17% | / | -10% | -2% | / | 90%[activator] | -8%
CN1CCN(c2ncc3nc(-c4cc(F)cc(F)c4)c(=O)n(-c4ccccc4)c3n2)CC1 | / | 0% | 0% | / | / | -6%[60.1 µM] | -45%[12.7 µM] | / | /
Cc1c(Cl)cccc1NC(=O)CSCC(N)=O | -5% | -1% | 13% | 13% | 9% | -2% | 5%[59 µM] | 6% | -14%
COc1cc2c(cc1NC(=O)CSc1nnc(Cc3cccs3)n1Cc1ccco1)oc1ccccc12 | 3% | -7% | -5% | -8% | -7% | -11% | 1%[12.7 µM] | -10% | -22%
CC(=O)N1CCN(C(=O)CCc2nc3sc4c(c3c(=O)[nH]2)CCCC4)CC1 | 29% | 2% | -1% | 1% | -16% | -14% | -9%[59 µM] | -8% | -1%

Laid out differently: 3 of the compounds above.
Results follow in this order: POLB inh, BLM inh, APEX1 inh, BAZ2B block, POLH inh, Pol kappa inh, G9a block, POLI inh, JMJD2A Tudor
- C[C@@H]1CN(C(=O)c2cc(COc3cccc(C(F)(F)F)c3)on2)C[C@H](C)O1
  1%, -7%, -1%, -7%, -12%, -12%, /, 18%, 12%
- CCS(=O)(=O)c1nc(S(=O)(=O)c2ccc(Cl)cc2)c(N2CCN(CCO)CC2)s1
  9%, 2%, 35%, -9%, -3%, 1%, 12%, 0%, -11%
- CCOC(=O)c1ccc(Oc2cn[nH]c2-c2ccc(OCC(=O)NN)cc2O)cc1
  -17%, -4%, 28%, -20%, -10%, -8%, -1%, ?, ?

Next section.
SMILES | POLB inh | BLM inh | APEX1 inh | BAZ2B block | POLH inh | Pol kappa inh | G9a block | POLI inh | JMJD2A Tudor
O=C(/C=C/c1ccco1)Nc1cccnc1Cl | 0% | -10% | ? | -13% | ? | -26% | 79µM* | ? | -6%
Cc1ccc(OCCC(=O)OCC(=O)Nc2cc(C)cc(C)c2)cc1 | -5% | -5% | -2% | -8% | -1% | -3% | -6% | 14% | -4%
CC(=O)c1cccc(NC(=O)c2cc(Cl)sc2Cl)c1 | -2% | 2% | 1% | 13% | -12% | -6% | -3% | 9% | -1%
CC(C)Cn1c(SCC(=O)NCCCN2CCCC2=O)nc2ccccc21 | / | / | -7% | -8% | 2% | -11% | ? | 10% | -4%
O=C1N(CC(=O)N2CCc3ccccc32)CCN1Cc1ccc(Cl)cc1 | 14% | -2% | 11% | 1% | -1% | -5% | -45% | -3% | -7%
Cc1nn(Cc2ccc(C(=O)N3c4ccc(F)cc4CCC3C)o2)c(C)c1Br (configuration not stated) | 6% | -2% | -3% | -26% | -11% | -23% | 50µM* | 12% | -26%
O=C1N=c2ccccc2=C1c1c(O)n(-c2cccc(F)c2)[nH]c1=O | 35% | -2% | 9% | ? | 25% | -25% | 4µM* | ? | ?
Cc1ccc(-c2cc(C(=O)NC(C)c3ccccc3)c3ccccc3n2)cc1C (configuration not stated) | 3% | 1% | / | 1% | -23% | -11%[60.1 µM] | 6%[59 µM] | 11% | -17%
COc1ccc(/C=N/NC(=O)CNC(=O)c2cccs2)cc1 | -1% | 0% | 1% | 6% | -23% | 5% | 19%[59 µM] | 11% | -8%
CSC1=NCCN1C(=O)c1ccc2ccccc2c1 | -2% | 1% | 0% | -12% | 1% | 0% | 6% | 22% | -10%
C/C(=N\OC(=O)c1c(-c2c(F)cccc2Cl)noc1C)c1nccs1 | -1% | -3% | -7% | -1% | -19% | 3% | 16% | -3% | 1%
CC(=O)N(c1cccc(C(F)(F)F)c1)c1nc(/C=C/C(=O)O)cs1 | 1% | 0% | 2% | -17% | -15% | -7% | -4% | 44%[activator] | -3%
CN(c1ccccc1)S(=O)(=O)c1cccc(C(=O)Nc2ccc3c(c2)CCC3)c1 | 3% | -11% | 5% | 0% | -25% | -15% | 13%[59 µM] | -3% | -9%
COc1ccc(N(C)C(=O)c2ccc3snnc3c2)cc1 | -1% | -2% | 16% | 11% | -15% | 4% | -13% | 15% | -5%
CNC(=O)CCSSCCC(=O)NC | -2% | 0% | -2% | 3% | ? | 3% | 8% | 32% | -21%
Cc1cc(N2C(=O)c3ccc(C(=O)NCc4ccccc4)cc3C2=O)no1 | 9% | -7% | -1% | -17% | 4% | -2% | -18%[59 µM] | 6% | -25%
Cn1c(=O)c2c(nc(SCCNS(=O)(=O)c3ccccc3)n2C)n(C)c1=O | 4% | -3% | -3% | -15% | ? | -14% | 30% | 8% | -13%
Cc1ccnc(NC(=O)CCC(=O)N(CC(=O)NCc2ccc(F)cc2)CC2CCCO2)c1 (configuration not stated) | 38% | -1% | 11% | 3% | 3% | -1% | -12% | 14% | -8%
C=CCC[C@@H](Cc1ccc(F)cc1)C(=O)OC[C@@H](NC(=O)[C@@H](CC=C)CC(=O)N(CCO)Cc1ccccc1)c1ccccc1 | / | / | -17% | / | -21% | -6% | / | 7% | -21%
CCOc1ccc(CN(C)C(=O)c2ccc3c(c2)NC(=O)C(C)S3)cc1OC (configuration not stated) | / | / | 37% | 0% | -12% | -18% | 1%[2.33 µM] | 48%[activator] | -15%
Cc1c(C(=O)c2ccc(F)cc2F)c2ccccn2c1CCC#N | -9% | -5% | 43% | 18µM* | -21% | -1% | 8.9µM* | 46%[activator] | -14%
N#Cc1ccc(S(=O)(=O)NCC(=O)OCC(=O)NCCc2ccccc2)cc1 | 27% | -8% | 18% | -6% | -9% | -4% | 9% | 11% | ?
N#CCCn1c(SCC(=O)Nc2ccc(N3CCOCC3)cc2)nc2ccccc21 | 4% | 1% | -1% | -30% | -7% | -6% | ? | 7% | -13%[57.1 µM]
O=C(NC1CCCCCCC1)c1ccc2c(c1)OCO2 | 1% | -1% | -5% | 0% | 5% | 0% | -5% | 8% | -6%
CSc1nnc(C)c(=O)n1COC(=O)COc1ccc(Cl)cc1Cl | 3% | -8% | 7% | -11% | -9% | -1% | ? | -19% | 9%
CCCCN(CCCC)S(=O)(=O)c1ccc(NC(=O)CN2CCOCC2)cc1 | 8% | 3% | -3% | 24% | -24% | -12% | ? | -3%[58.9 µM] | -9%
C[C@H](CO)N1C[C@H](C)[C@@H](CN(C)S(=O)(=O)c2ccc(F)cc2)Oc2ccc(NC(=O)Nc3ccc4c(c3)OCO4)cc2C1=O | / | / | -7% | / | -7% | -4% | / | 11% | ?
Cc1cc(NC(=O)CSc2ncn(-c3ccccc3)n2)no1 | 16% | -2% | 2% | -38% | ? | -12% | 2% | 6% | -9%
COc1ccc(C(=O)NNC(=O)CSc2nnc(-c3ccc(O)cc3)n2C)cc1 | -9% | -6% | 0% | -13% | -18% | -5% | -28% | -8% | -1%
Cc1ccc(NC2=C(Cl)C(=O)OC2OC(=O)c2ccco2)c(C)c1 (configuration not stated) | / | / | / | / | -12% | -12% | / | 11% | -20%
CSc1nc2n(n1)C(c1ccccn1)C1=C(CC(C)(C)CC1=O)N2 (configuration not stated) | 11% | 6% | -5% | ? | 4% | 15% | -30% | ? | -15%
Cc1ccc(S(=O)(=O)NC2OC(=O)C(Cl)=C2Cl)cc1 (configuration not stated) | ? | 1% | -1% | 79µM* | ? | -21% | ? | 0% | -9%
CCOc1ccc(CCNC(=O)c2[nH]c(C)c(C(C)=O)c2CC)cc1OCC | -11% | -1% | 2% | -31% | -19% | 2% | -11%[59 µM] | 15% | -12%
